Source: PubChem BioAssay (several laboratories)
West Nile virus CPE: inhibition of WNV-induced cytopathic effect – cell-based, CPE readout (AID 1621) | West Nile virus-infected cells, CPE inhibition; higher % means a stronger effect | CPE inhibition, % at 10 µM, or IC50 in µM where a hit was titrated | hit rate 0.02% among 290,000; in the data active means a potency from the dose series; inconclusive means CPE inhibition mostly from about 3.7% at the one dose, without a potency; inactive means the rest, 99 in 100 with CPE inhibition below about 2.2%; further: strong numbers were not always called active
UTI89 phage lysis: inhibition of K1F phage lysis, E. coli UTI89, bacterial capsule biogenesis inhibitors, alamar blue (AID 488966); E. coli UTI89 K1F phage lysis, alamar blue, 2 h; higher % means a stronger effect; inhibition, % at 100 µM; hits with a dose series show IC50 in µM; hit rate 0.02% among 340,000;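 active means phage lysis inhibition, versus mean bacterial control, above a set limit; inconclusive means no clear call, values can overlap the other calls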;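 further: capsule biogenesis inhibitors block K1F phage lysis so surviving cells raise fluorescence; higher fluorescence means more inhibition of phage lysis; actives were called in the ten point dose series up to 300 µM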
Large T inhibition: SV40 large T antigen inhibitors, biochemical (AID 1903); hit rate 0.39% among 310,000; SV40 large T antigen ATPase/helicase inhibition assay; higher % means a stronger effect; inhibition, % at 20 µM; hits with a dose series show IC50 in µM; in the data active means a potency from the dose series; inconclusive means inhibition mostly from about 32% at the one dose, without a potency; inactive means the rest, 99 in 100 with inhibition below about 32%; further: strong numbers were not always called active
Dengue-2 NS5 capping: flavivirus cap methylation enzyme inhibition – biochemical, confirmation dose response, primary screen (AID 588689). one-dose inhibition, % at 25 µM; IC50 in µM for titrated hits. Dengue-2 NS5 methyltransferase capping enzyme assay, biochemical; higher % means a stronger effect. hit rate 0.3% among 340,000; in the data active means a potency from the dose series; inconclusive means inhibition above about 29% without an active follow-up result
RSV antiviral HEp-2: RSV antiviral activity via CPE protection, HEp-2 cells, primary 10 µM value included (AID 2391); HEp-2 cells, RSV-induced CPE inhibition; higher % means a stronger effect; one-dose CPE inhibition, % at 10 µM; IC50 in µM for titrated hits; hit rate 0.13% among 310,000; in the data active means a potency from the dose series; inconclusive means CPE inhibition mostly from about 23% at the one dose, without a potency; inactive means the rest, 99 in 100 with CPE inhibition below about 21%; further: strong numbers were not always called active
XIAP antagonists: XIAP antagonists, biochemical, IAP family, fluorescence polarization (AID 1018); XIAP BIR domain, fluorescence polarization peptide displacement; higher % means a stronger effect; displacement, % at 20 µM; hits with a dose series show IC50 in µM; hit rate 0.007% among 200,000; in the data active means displacement above about 50%; further: a part of the inactive calls stands beside numbers as strong as those of hits
Yfh1-depleted yeast: mitochondrial function rescue without frataxin homolog – Friedreich's ataxia, plus single-dose screen, dose response (AID 1465) | hit rate 0.074% among 220,000 | S. cerevisiae Yfh1-off respiration, WST-1 reduction, 72 h; higher fold induction means a stronger effect | one-dose fold induction at 50 µM; EC50 in µM for titrated hits;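 active means fold induction of absorbance versus untreated yeast above a set limit, then at least 30% activation at any dose in follow-up; inconclusive means repeats straddling the limit, or above it without dose testing; inactive means fold induction below the set limit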;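 further: activators that raise dye reduction in frataxin-depleted yeast; strong numbers were not always called active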
ER stress rescue: protection against thapsigargin-triggered cell killing – 384-well, CSM14.1, ATP luminescence, primary screen (AID 1222). CSM14.1 thapsigargin-induced death rescue, ATP luminescence; higher % means a stronger effect. cellular ATP content (survival), % at 20 µM, or EC50 in µM where a hit was titrated. 190,000 tested, under 10 active;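 active means EC50 below 50 µM in the dose-response confirmation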;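 further: death triggered by thapsigargin at about 15 µM added after 2 h compound pretreatment; cell ATP read after overnight thapsigargin exposure of roughly 18 to 22 hours; normalized against plate controls of thapsigargin alone and 5% DMSO vehicle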
WT yeast gro inh: growth inhibition of WT yeast, mitochondrial fusion screen. mitochondrial fusion phenotypic screen, WT strain. inhibition, % at 10 µM. hit rate 2.1% among 190,000. AID 1362; in the data active means inhibition above about 58%; tested in S. cerevisiae
WT yeast gro inh mutant strain: recorded beside WT yeast gro inh, whose call it bears; inhibition, %; mitochondrial fusion phenotypic screen, mutant strain inhibition
Numbers without * were called inactive; i = inactive; ? = inconclusive; / = not tested or not shown; & = joins results of further samples; [ ] = remark or other dose.

SMILES	West Nile virus CPE	UTI89 phage lysis	Large T inhibition	Dengue-2 NS5 capping	RSV antiviral HEp-2	XIAP antagonists	Yfh1-depleted yeast	ER stress rescue	WT yeast gro inh	WT yeast gro inh mutant strain
CCN(CC)S(=O)(=O)c1cccc2cccnc12	0.7%	0.0%	1%	-3%	-0.7%	0.3%	i	-1.0%	13	9
COc1ccc(N2CCN(C(=O)Cn3cnc4c3c(=O)n(C)c(=O)n4C)CC2)cc1	1.1%	2.7%	15%	-3%	3.0%	-4.7%	i	-0.7%	-12	-2
COc1ccc(NC(=O)C(NC(=O)c2ccccc2)C(C)C)cc1 (stereo not drawn)	-0.6%	0.2%	1%	5%	3.2%	-7.3%	i	0.9%	0	-5
N#Cc1cc(C(=O)c2cc(Br)ccc2O)cn(C2CCCCC2)c1=O	-2.3%	-1.0%	9%	-6%	1.5%	-2.6%	i	0.0%	12	2
CCn1c2c(c3cc(Br)ccc31)CCC/C2=N\O	2.9%	-0.7%	2%	-7%	8.8%	-1.5%	i	-0.9%	4	4
CN(c1ccc(OCC(=O)N2CCC(C(N)=O)CC2)cc1)S(=O)(=O)c1cccs1	-0.1%	4.8%	4%	?	0.7%	-17%	i	-0.4%	1	10
c1ccc(Cn2c(-c3ccco3)nc3nc4ccccc4nc32)cc1	1.2%	3.6%	11%	-15%	0.7%	1.6%	i	-1.4%	8	1
CCC1=C(OC(=O)N(CC)CC)N2C(=O)OC(=NCC3CC3)[C@]2(C)[C@H]2C1=CC[C@H]1C(=O)N(CC)C(=O)[C@H]12	-0.6%	-0.1%	-1%	-3%	-0.5%	/	i	/	/	/
CCC(C)(C)n1nnnc1C(c1ccc(OC)c(OC)c1)N1CCN(c2ccccc2)CC1 (stereo not drawn)	0.1%	0.6%	1%	1%	3.3%	-6.2%	i	-2.5%	-2	8
CC(C(=O)NC(=O)NC1CCCCC1)N(C)CC(=O)Nc1ccc(F)c(F)c1F (stereo not drawn)	/	2.1%[50 µM]	2%	1%	11%	/	/	/	/	/
CCOCCn1c(CN2CCN(c3cccc(Cl)c3)CC2)nc2c1c(=O)n(C)c(=O)n2C	-0.5%	0.7%	11%&6%	-3%	2.1%	-5.6%	i	2.0%	13	15
COc1cccc(OCCn2cccc2/C=C2/C(=N)N3OC(C)=CC3=NC2=O)c1	-0.9%	-0.2%	-1%	5%	1.9%	-1.9%	i	-1.7%	21	9
COc1ccc(N2CCN(CNC(=O)c3ccccc3)CC2)cc1	-0.2%	-1.2%	27%	-9%	1.0%	/	/	/	/	/
O=C(NCCc1nc(-c2ccccc2Cl)no1)c1ccccc1	0.1%	-0.5%	14%	-2%	4.5%	/	i	/	/	/
Cc1ccc(-n2c(N)c(C#N)c(-c3ccc(Cl)cc3)c(C#N)c2=O)cc1	0.2%	10%	-4%	-4%	1.3%	-5.0%	i	-0.3%	19	13
CCOc1ccc(-n2c(N)c(C(=O)NCc3cccnc3)sc2=S)cc1	0.0%	4.6%	0%	-4%	0.0%	-3.6%	i	-2.1%	16	26
COc1cccc(-c2csc(NC(=O)Oc3ccccc3)n2)c1	0.5%	1.2%	21%	0%	1.5%	-5.6%	i	-1.3%	0	6
Cc1ccc(NC(=O)CSc2nnc(CNC(=O)c3ccco3)o2)cc1	0.3%	0.1%	-1%	-11%	0.5%	-3.4%	i	1.2%	-10	12
O=C(O)c1cc(S(=O)(=O)NC23CC4CC(CC(C4)C2)C3)ccc1Cl	0.0%	0.1%	2%	-5%	1.7%	/	/	/	/	/
COc1ccccc1C(=O)Nc1ccc(C(=O)Nc2ccccc2C(=O)O)cc1	0.2%	0.6%[50 µM]	8%	-5%	8.4%	/	/	/	/	/
CN(Cc1ccccc1)C(=O)c1cc2ccccc2o1	-0.3%	0.0%	12%	-3%	4.9%	-8.5%	i	0.5%	-19	-3
Cn1cc(CN2CCN(Cc3ccccc3)C(CCO)C2)c(-c2ccccc2)n1 (stereo not drawn)	-0.2%	0.8%[50 µM]	19%	0%	-1.4%	-1.6%	i	-0.7%	-6	12
COC1(c2cc(-c3ccccc3)nc(N)n2)CCCCC1	0.2%	0.1%	6%	-12%	-2.4%	-1.6%	i	-0.3%	19	21
Cc1ccc(S(=O)(=O)N(C)CC(=O)N/N=C/c2ccc(C)o2)cc1	0.6%	0.1%	8%	-8%	1.5%	/	i	/	/	/
COc1cccc(N2CCN(C3CC(=O)N(c4ccc(F)c(Cl)c4)C3=O)CC2)c1 (stereo not drawn)	0.2%	0.3%	30%	-2%	1.6%	-4.9%	i	0.5%	11	-22
O=C(c1ccc2c(=O)n(-c3ccccc3)c(=O)[nH]c2c1)N1CCN(c2ccc(F)cc2)CC1	-0.1%	0.0%	10%	-5%	14%	-5.8%	i	-0.3%	-7	-2
COc1ccc(NS(=O)(=O)c2ccc3c(c2)CCN3C(=O)CCC(=O)O)cc1OC	0.5%	0.5%	14%	-6%	0.5%	/	/	/	/	/
CCCc1cc(=O)[nH]c(SCCOc2ccc(Cl)cc2)n1	0.5%	2.6%[50 µM]	7%	1%	4.0%	-5.4%	i	2.3%	11	17
CCc1ccc(OCC(=O)O/N=C(\N)c2cccnc2)cc1	-0.4%	/	9%	/	0.1%	/	i	/	/	/
Cc1ccccc1-n1nc2c(c1NC(=O)CCCl)CSC2	-1.1%	0.3%	5%	-11%	-0.3%	/	/	/	/	/
O=C(CN1C(=O)c2ccccc2C1=O)NCc1ccc(N2CCOCC2)cc1	0.0%	-1.1%	4%	5%	/	/	i	/	/	/
CC(=O)NC(CC(=O)N(Cc1ccccc1)c1cccc(C)c1)c1ccccc1 (stereo not drawn)	-0.9%	0.1%[50 µM]	3%	-5%	3.1%	/	/	/	/	/
Cc1ccc(C(=O)NCC(c2ccco2)N2CCc3ccccc3C2)cc1 (stereo not drawn)	/	1.1%[50 µM]	15%	5%	1.6%	/	/	/	/	/
O=C(CCc1cccc(Cl)c1)NC1CCCN(Cc2ccccc2F)C1 (stereo not drawn)	-0.9%	-0.9%	6%	-2%	-0.5%	/	/	/	/	/
COc1ccc(N2CCN(C(c3ccccc3)c3sc4nc(C)nn4c3O)CC2)cc1 (stereo not drawn)	-0.2%	-2.4%	4%	-6%	0.3%	/	i	/	15	11
CC1CCCC(C)N1C(=O)COC(=O)C1CCN(S(=O)(=O)c2ccc3c(c2)OCCO3)CC1 (stereo not drawn)	/	0.9%[50 µM]	4%	-3%	0.2%	/	/	/	/	/
C/C(=N\N=C(N)N)c1cccc([N+](=O)[O-])c1	-1.0%	-5.4%	-2%	-7%	-0.2%	0.6%	i	-3.7%	4	-3
Cc1ccc(CNC(=O)Cc2ccc(-c3ccccc3)cc2)cc1	?	6.0%	-1%	-5%	4.7%	-1.3%	i	-3.2%	/	/
Cc1cccc(SCC(=O)Nc2ccc3c(c2)OCCO3)c1	-0.6%	-0.2%	29%	-5%	10%	/	/	/	/	/
COCC1CCN(Cc2nc(Cc3ccccc3Cl)no2)CC1	-0.5%	0.0%	4%	1%	0.9%	-3.7%	i	-0.8%	3	10
COc1ccc(/C=N/N2C(=O)c3ccccc3C2=O)cc1	1.0%	1.6%	4%	-1%	1.0%	-14%	i	-0.2%	1	-33
COCCn1c(C)cc(C(=O)CSc2ncnc3sc4c(c23)CCC4)c1C	0.3%	-1.3%	15%	-6%	/	-6.0%	i	-2.3%	0	5
Cc1ccc(NC(=O)c2ccc3nc[nH]c3c2)c(O)c1	-0.5%	0.1%	0%	-7%	2.1%	-3.0%	i	-2.5%	2	-1
CCCC1C(=O)N(c2ccccc2)C1c1ccccc1 (stereo not drawn)	0.0%	-0.3%	0%	-4%	-0.7%	-2.3%	i	-1.5%	12	3
O=S(=O)(Nc1ccc(S(=O)(=O)Nc2cccc3ccccc23)cc1)c1ccccc1	0.7%	0.1%	12%	3%	20%	-12%	i	0.8%	-6	4
COC(=O)c1ccc(-n2nnnc2SCC(=O)Nc2ccccc2C(=O)OC)cc1	/	0.4%	11%	1%	/	-9.1%	/	1.2%	0	4
Cc1onc(-c2ccccc2)c1C(=O)N/N=C/c1c[nH]c2ccccc12	-0.1%	0.3%	6%	2%	2.7%	0.2%	i	1.2%	-14	-7
CCc1ccc(NC(=O)NCCN2CCc3ccccc3C2)cc1	-0.4%	0.3%	-1%	-2%	0.7%	-0.2%	i	-2.9%	-7	-3
CC1(C)CC(=O)C2=C(C1)N(Cc1ccco1)C(=O)NC2(C(F)(F)F)C(F)(F)F	-0.2%	0.6%	-3%	0%	1.9%	-5.1%	i	0.9%	8	21
COc1cc(/C=c2\sc3n(c2=O)CCCN=3)ccc1O	-0.7%	-4.9%	16µM*	-8%	2.2%	-4.6%	i	-0.8%	17	-6
CC(C)n1c(-c2ccc(N(C)C)cc2)nc2ccccc21	-0.3%	0.1%	10%	1%	18%	-11%	i	0.7%	20	0
CC1CCN(c2cc(N)c(Cl)cc2[N+](=O)[O-])CC1	0.1%	0.5%	18%	-6%	?	-5.1%	i	-1.4%	-4	-14
Cc1ccc(-c2cnc3n2CCCCC3)cc1	-1.8%	1.1%	9%	-7%	7.5%	-7.3%	i	0.1%	6	-4
CCc1cccc2c(C(=S)N3CCCC3)c[nH]c12	0.4%	0.0%	6%	0%	5.6%	-5.3%	i	-1.5%	21	20
O=C(Nc1ncc2c(n1)CC(c1ccco1)CC2=O)c1ccco1 (stereo not drawn)	0.6%	0.6%	8%	-7%	1.0%	/	i	/	/	/
O=C(CC1C(=O)NCCN1Cc1ccc(F)cc1)NCCCn1cccn1 (stereo not drawn)	0.2%	0.9%	27%	0%	0.9%	-2.9%	i	0.3%	-2	6
Cc1csc(SCC(=O)NCCc2ccc(Cl)cc2Cl)n1	-0.9%	14%	2%	-1%	6.0%	-3.6%	i	-2.4%	8	15
COc1ccc(N2CCC(CNC(=S)Nc3ccc(C)cc3C)C2)cc1 (stereo not drawn)	-0.2%	0.0%	11µM*	-2%	3.1%	/	i	/	/	/
